LDHA block = qHTS assay for inhibitors of human lactate dehydrogenase. 480,000 tested, 0.15% active. purified LDHA, NADH/diaphorase-resazurin fluorescence; stronger effect = lower value. L-lactate dehydrogenase A chain (Homo sapiens), P00338. activity change, % (values are at about 110 or 230 µM). AID 1347041, 2019; in the data active means activity change below about -30%; inconclusive means mostly about -25% to -30%;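 further: plate controls were DMSO wells for no effect and wells without enzyme for full effect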
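LDH5 2 nM; NADH 0.06 mM, pyruvate 0.2 mM; 200 mM Tris pH 7.4, EDTA, Tween-20; 5 min RT. Detection: diaphorase 0.133 mg/mL + resazurin 37 µM, fluorescence ex540/em590 at 0 and 20 min; normalized to enzyme-free and DMSO wells.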
* = called active by the depositor; ? = inconclusive. The list is partial; rates above refer to the full screens.

Structure	LDHA block
Cc1ccc2[nH]c(=O)c(CNc3cccc(C)c3C)cc2c1	14
CCC1CCc2nc(N)c(C#N)c(-c3ccccc3Cl)c2C1 (stereo not drawn)	-7
CCCCc1ccc(NC(=S)NCCc2ccc(Cl)cc2)cc1	-1
CC(=O)c1ccc(NC(=O)C23CC4CC(CC(C4)C2)C3)cc1	-7
CN(C)C(=O)COc1ncnc2c(Cl)cc(Cl)cc12	0
Cc1cccc2c1NC(=O)C21CC(=O)Nc2c1cnn2C(C)(C)C (stereo not drawn)	1
O=C(/C=C/c1ccc(Cl)cc1)c1ccc(N2CCOCC2)cc1	-2
CC(=O)Nc1ccc(NC(=O)c2csc(NC(C)C)n2)cc1	6
C/C(=N\NC(N)=S)c1cccc([N+](=O)[O-])c1	2
CCCCOc1ccc(C(=O)NCCN2CCC(n3c(=O)[nH]c4ccccc43)CC2)cc1	1
CCOC(=O)N1CCN(C(=O)C[C@@H]2C[C@@]3(C(=O)OC)CCCCC=C3N(CCC3=CCCCC3)C2=O)CC1	2
COC(=O)c1ccc(CN(C)C(=O)CCc2ncc(-c3ccc(F)cc3)o2)cc1	-2
COc1cc(OC)c2c(C)c(CC(=O)Nc3ccc(CCO)cc3)c(=O)oc2c1	0
S=C(NCCc1ccccc1)Nc1ccc(Cl)cc1NC(=S)NCCc1ccccc1	28
COc1cccc(/C=C/C(=O)c2nc3ccccc3s2)c1OC(F)F	8

Next part.
Structure	LDHA block
COC(=O)c1ccc(OC(=O)c2cccs2)c(OC)c1	3
O=C(NNc1ccccc1F)c1cccs1	13
CO[C@@H]1CN(C)C(=O)c2cc(NC(=O)C3CC3)ccc2OC[C@H](C)N(C(=O)CN2CCOCC2)C[C@@H]1C	1
Cc1ccc(C(C)NC(=O)Nc2ccc(Cl)cc2F)cc1C (stereo not drawn)	1
CC1(C)Cc2c(c(N3CCOCC3)nc3sc4c(NCCc5ccccc5)nnnc4c23)CO1	0
CC(=O)Nc1cccc(NC(=O)c2nccnc2-c2nc3ccccc3s2)c1	4
Cc1nc2cc(F)cc(C(=O)NCCCN(C)C(C)C)c2nc1C	0
Cc1cc(S(=O)(=O)Nc2cccc(C(F)(F)F)c2)sc1C(=O)O	-2
CN(C)CCN(Cc1ccccc1)C(c1cc2ccccc2o1)c1nnnn1C(C)(C)C (stereo not drawn)	1
CCC(Sc1nc2ncccc2[nH]1)C(=O)Nc1ccc(C)c(Cl)c1 (stereo not drawn)	1
COc1ccc(C(=O)NC2(C(F)(F)F)NC(=O)N(c3ccccc3)C2=O)cc1OC (stereo not drawn)	2
CCNC(=O)NC(=O)C(C)N1CCN(c2ccc(F)cc2)CC1 (stereo not drawn)	9
CN(C)CCCNC/C=C/c1ccccc1	-9
COc1ccc(OC)c(/C=C2\Oc3cc(OS(C)(=O)=O)ccc3C2=O)c1	-4
O=C(c1ccccc1)C1CCN(c2ncc(C(F)(F)F)cc2Cl)CC1	-4

More results
Structure	LDHA block
c1ccc(-c2nnc3ccc(SCc4ccco4)nn23)cc1	0
O=C1NC2(C(=O)Nc3ccc(Cl)cc3)CCC(=O)N2c2ccccc21 (stereo not drawn)	3
COc1ccc(OC)c(CN2C(=O)c3ccccc3C2c2nnnn2Cc2ccccc2)c1 (stereo not drawn)	-4
Cc1ccccc1CC(=O)Nc1ccccc1SCc1ccsc1	8
CC(=O)Nc1cccc(-c2csc(Nc3ccc(O)cc3C)n2)c1	28
CCCCOC(=O)c1ccc(NC(=O)c2cc(=O)c3cc(C)c(C)cc3o2)cc1	12
Cc1cc(=S)n2cn[nH]c2n1	7
Cc1cc(C)c2c(=O)cc(C(=O)Nc3nnc(C)s3)oc2c1	1
CC1CC(NC(=O)C2CC=CCC2C(=O)O)CC(C)(C)C1 (stereo not drawn)	2
Cc1ccccc1-c1noc(CN2CCC(c3ccn[nH]3)CC2)n1	0
O=C(CN1CCC2(CC1)OCCO2)Nc1cc(Cl)cc(Cl)c1	?
Cc1ccc(F)cc1NC(=O)C1CCCN1S(=O)(=O)c1ccc(Br)cc1 (stereo not drawn)	0
CC1Cc2ccccc2N1S(=O)(=O)c1cccc(Br)c1 (stereo not drawn)	-8
O=C(NCCCN1CCCC1)c1ccc(-c2ccccc2)cc1	3
CSc1ccccc1C(=O)Nc1c(C)cccc1C(C)C	2

Other entries
Structure	LDHA block
O=C(NC1CC1)C(Sc1ccccn1)c1ccccc1 (stereo not drawn)	0
N#Cc1ccc(C(=O)N(CCc2ccccc2)Cc2cccs2)cc1	10
CCOc1cccc2cc(C(=O)/C=C/c3ccc(C)cc3)c(=O)oc12	15
Cc1nc(CSc2ccc3c(c2)OCCCO3)oc1C	2
CCNCc1ccccc1C(F)(F)F	7
CCOc1ccc(NC(=O)c2cnn3c2NC(c2ccc(OC)cc2)=CC3c2ccccc2)cc1 (stereo not drawn)	-20
c1ccc(Cc2c(C3CCCCC3)nc3c4ccccc4ccn23)cc1	-2
CC(NC(=O)Nc1ccc2c(c1)OCCO2)c1ccc(Cl)s1 (stereo not drawn)	-1
Cc1cc(Cl)ccc1NCC(=O)NC1(C#N)CCCCC1	11
CC(O)CNc1nc(-c2ccsc2)nc2ccccc12 (stereo not drawn)	5
Cc1c2cnn(-c3ccccc3)c(=O)c2c(C)n1C(C)C(=O)NCc1ccccn1 (stereo not drawn)	6
CCOC(=O)C(C#N)=C1SC(C(=O)OCC)C(C(=O)OCC)S1 (stereo not drawn)	-2
COc1ncccc1CNC(=O)Nc1ccc(Br)c(C)c1	3
O=C(Cc1ccc2c(c1)CCCC2)NC1CCCCCC1	-1
COc1ccc(-c2cc(C(=O)NC3CC3)c3ccccc3n2)c(OC)c1	-5

Additional structures follow.
Structure	LDHA block
Cc1ccc(NC(=O)N[C@@H](CC(C)C)C(=O)O)cc1Cl	-2
C#CCNC(=O)c1cc(-c2ccc3c(c2)OCCO3)nc2ccccc12	-1
CCCCn1c(SCc2cc(=O)oc3c(C)c(C)ccc23)n[nH]c1=O	-1
C#CCN(CC(=O)NC(N)=O)Cc1ccc(C)cc1	0
Clc1ccc(-c2noc(CNc3ccc(Br)cc3)n2)cc1	-3
CCN(CC)S(=O)(=O)N1CCCC(c2nncn2C)C1 (stereo not drawn)	-3
O=C(OCC12CC3CC(CC(C3)C1)C2)c1cc([N+](=O)[O-])cc([N+](=O)[O-])c1	0
CC(C)N1CCc2c(sc(NC(=O)C3CCCCC3)c2-c2nc3ccccc3s2)C1	27
Cc1nc(NC2CCCC2)sc1C(=O)NC1CC1	-1
CN(C)CC(NS(=O)(=O)c1cccc(Cl)c1)c1ccccc1 (stereo not drawn)	5
COc1cccc(C(=O)N2CCCCC2CCN2CCCC2)c1 (stereo not drawn)	3
Clc1ccc(-c2ccc(CNc3ncn[nH]3)o2)cc1	0
COc1ccc(NC(=O)c2cc3ccccc3oc2=O)cc1OC	4
CCC(=O)N1CCN(c2ccc(NC(=O)c3cc4ccccc4cc3OC)cc2Cl)CC1	8
Cc1ccccc1/C=N/NC(=O)c1ccc(C(C)(C)C)cc1	-9

The results go on:
compound,LDHA block
CCN(CC(=O)Nc1cccc(OC)c1)C(=O)c1ccc(-c2ccccc2Cl)o1,-6
O=S(=O)(c1ccccc1)N1CCCC1c1nc2ccccc2[nH]1 (stereo not drawn),2
O=C(Cn1c(=O)oc2cc(S(=O)(=O)N3CCCCCC3)ccc21)c1ccc(Cl)cc1,-2
CC(C)(C)OC(=O)C(C#N)c1nc2ccccc2nc1Cl (stereo not drawn),-2
CC(C)CNC(=O)COc1ncnc2ccc(Br)cc12,3
CC(C)C(NC(=O)C(C)(c1ccccc1)c1ccccc1)c1ccccc1 (stereo not drawn),17
Cc1ccc(C)c(-n2nnnc2SCC(=O)c2ccc(Cl)s2)c1,11
Cc1oc(-c2cccs2)nc1CC(=O)N1CCC(NC(=O)c2ccccc2)CC1,-3

Molecules from the list above that have an NH in an aromatic ring (eight):
compound,LDHA block
Cc1ccc2[nH]c(=O)c(CNc3cccc(C)c3C)cc2c1,14
CCCCOc1ccc(C(=O)NCCN2CCC(n3c(=O)[nH]c4ccccc43)CC2)cc1,1
CCC(Sc1nc2ncccc2[nH]1)C(=O)Nc1ccc(C)c(Cl)c1 (stereo not drawn),1
Cc1cc(=S)n2cn[nH]c2n1,7
Cc1ccccc1-c1noc(CN2CCC(c3ccn[nH]3)CC2)n1,0
CCCCn1c(SCc2cc(=O)oc3c(C)c(C)ccc23)n[nH]c1=O,-1
Clc1ccc(-c2ccc(CNc3ncn[nH]3)o2)cc1,0
O=S(=O)(c1ccccc1)N1CCCC1c1nc2ccccc2[nH]1 (stereo not drawn),2

(cont.)
compound,LDHA block
CC1(C)CC(=O)C(C=Nc2ccccc2)C(=O)C1,0
Cc1cc(C)nc(NC(=O)Nc2ccc(C)c(F)c2)c1,7
O=C(/C=C/c1ccc(Cl)cc1)c1ccc2ccccc2c1O,12
Cc1ccc(NC(=O)CN(C)c2nc(CN3CCOCC3)nc3sc(C)c(C)c23)cc1,1
CCc1cc(C(c2ccc(OC)cc2)N2CCOCC2)c(NC(=O)c2ccco2)s1 (stereo not drawn),3
CCOC(=O)C(C(=O)OCC)C(NC(C)=O)C(Cl)(Cl)Cl (stereo not drawn),1
O=C(CS(=O)(=O)Cc1coc(-c2cccc(F)c2)n1)NC1CCCCCC1,9
CCCOc1c(CN)cccc1OC,-4

Structures from the list above with a CF3 group:
compound,LDHA block
Cc1cc(S(=O)(=O)Nc2cccc(C(F)(F)F)c2)sc1C(=O)O,-2
COc1ccc(C(=O)NC2(C(F)(F)F)NC(=O)N(c3ccccc3)C2=O)cc1OC (stereo not drawn),2
O=C(c1ccccc1)C1CCN(c2ncc(C(F)(F)F)cc2Cl)CC1,-4
CCNCc1ccccc1C(F)(F)F,7

Continued:
compound,LDHA block
COC(=O)c1cccc(NC(=O)Nc2cc(-c3nc4ccccc4o3)ccc2OC)c1,1
Cn1nc(C(=O)Nc2ccc(F)c(F)c2F)c2ccccc2c1=O,-3
CCCCCCNc1nc2c(c(=O)[nH]c(=O)n2C)n1CC(O)COC(C)C (stereo not drawn),3
COc1ccc([N+](=O)[O-])c2cccnc12,45
CC1CCN(S(=O)(=O)N(C)Cc2ccc3c(c2)OCO3)CC1,-1
CC(C)NC(=O)NC(=O)CSc1nnc(-c2ccccc2)c(-c2ccccc2)n1,-5
CCOC(=O)C(NC(=O)COc1cc(C)cc(C)c1)C(=O)OCC,-1
CCN(C(=O)c1cccc(Br)c1)C1CC1,-24

Some of these compounds in order of number of heavy atoms, rising:
compound,LDHA block
CCN(C(=O)c1cccc(Br)c1)C1CC1,-24
Cn1nc(C(=O)Nc2ccc(F)c(F)c2F)c2ccccc2c1=O,-3
CC(C)NC(=O)NC(=O)CSc1nnc(-c2ccccc2)c(-c2ccccc2)n1,-5

Additional entries follow:
compound,LDHA block
CCCN1C(=O)C(=O)N(Cc2cc(=O)oc3cc(C)c(C)cc23)C1=O,-6
O=C(O)C(c1c[nH]c2cc(F)ccc12)N1CCN(C(c2ccccc2)c2ccccc2)CC1 (stereo not drawn),-9
COc1ccc(C2Nc3ccccc3S(=O)(=O)N2)cc1OC (stereo not drawn),19
CC(CC(=O)Nc1ccc(Cl)cc1)n1ccnc1 (stereo not drawn),4
O=c1cc(O)c2sc3nc(-c4cccs4)cc(C(F)(F)F)c3c2[nH]1,1
Cc1nc2ccccc2nc1SC(C)C(=O)N(C)Cc1ccccc1 (stereo not drawn),-1
CN(C)c1ccc(NC(=O)CCc2ncc(-c3ccc(Cl)cc3)o2)cc1,1
Cc1oc(-c2cccs2)nc1CC(=O)N1CCC1,0

Further entries follow:
compound,LDHA block
O=C(NC12CC3CC(CC(C3)C1)C2)c1csc2c1CCCC2,4
CN(CC1CCCCC1)C(=O)CN(C)c1ncnc2nc[nH]c12,5
COC(=O)C(C)Oc1ccc2c(C)c(-c3ccc(OC)c(OC)c3)c(=O)oc2c1 (stereo not drawn),7
Cc1c(Cl)cccc1NC(=S)NCC1(N(C)C)CCCCC1,-4
COc1ccccc1N(C)S(=O)(=O)c1ccc(C(=O)Nc2c(C)cccc2C)cc1,3
O=C(NCC(c1ccco1)N1CCCCC1)c1nn(Cc2ccccc2)c(=O)c2ccccc12 (stereo not drawn),-6
CCC(CC)C(CNC(=O)c1ccccc1Br)N1CCOCC1 (stereo not drawn),-7
Cn1c(=O)[nH]c(=O)c2c1nc(SCC(=O)OCc1ccccc1)n2Cc1ccccc1,9

Next records follow.
compound,LDHA block
CC(C)CC(=O)NCCNC(=O)c1cc2ccccc2n1C,-13
C=CCNC(=O)NC(=O)CN1CCSCC1,7
CCNC(=O)Cn1c(CO)cnc1SCc1ccccc1C,-15
CC(C)(C)NC(=O)C(CCc1ccccc1)n1c(=O)c(-c2ccccc2)nc2ccccc21 (stereo not drawn),4
O=C(NCc1ccc(N2CCCC2)nc1)c1cc(Cl)ccc1O,5
CCCC(C)NC(=O)c1ccccc1-c1ncc(-c2ccccc2F)o1 (stereo not drawn),12
O=C1C2CCCCCC1CN(Cc1ccccc1)C2,-2
NNc1ccccc1Br,1

Remaining list, next part:
compound,LDHA block
COc1cccc(-c2nc(S(=O)(=O)c3ccc4c(c3)OCCO4)c(N3CCOCC3)o2)c1,-11
COc1ccccc1NC(=O)/C=C/c1nc2ccccc2o1,6
O=C(Cc1ccccc1)NCCNC(=O)c1cc(=O)[nH]c2ccccc12,2
CC1(C)CC(=O)C2=C(C1)OC(N)=C(C#N)C2c1ccc(-c2ccccc2)cc1 (stereo not drawn),9
O=C(Nc1ccc(-n2cncn2)nc1)C1CC(=O)N(CC2CC2)C1 (stereo not drawn),-20
N#Cc1cccc(/C=C2\CSc3ccccc3C2=O)c1,3

Compound activity (PubChem)
